# TAAR1 antag = antagonists of human TAAR1; Q96RJ0; CHO RD-HGA16 TAAR1, Fluo-8 calcium fluorescence, antagonist; inhibition, % at 3 µM; 1.5% of 360,000 active; AID 624466;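 active means inhibition above a per-plate cutoff, the mean inhibition of test compounds on that plate plus 3 SD, cut at about 49% in these data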;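 further: 0% = DMSO plus EC80 beta-PEA response and 100% = DMSO alone without agonist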
# Target sequence (Q96RJ0 whole entry, looked up): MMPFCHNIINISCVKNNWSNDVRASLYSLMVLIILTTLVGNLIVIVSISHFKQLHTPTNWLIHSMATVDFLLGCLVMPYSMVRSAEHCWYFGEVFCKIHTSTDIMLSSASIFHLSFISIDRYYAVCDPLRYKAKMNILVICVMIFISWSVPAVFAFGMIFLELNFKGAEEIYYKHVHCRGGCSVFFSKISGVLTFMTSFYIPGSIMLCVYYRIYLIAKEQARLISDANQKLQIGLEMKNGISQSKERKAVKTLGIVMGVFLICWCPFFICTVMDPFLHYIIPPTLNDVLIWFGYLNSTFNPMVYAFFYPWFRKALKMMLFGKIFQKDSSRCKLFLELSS
#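 Material: RD-HGA16 CHO cells with stable hTAAR1 and Gα16; Dosing: single nominal final test compound concentration of 3 µM; Schedule: seeding 17-24 h prior, 75-min 37 °C, 30-min RT dye loading; Detection: kinetic Fluo-8 calcium fluorescence measurement; Measure: % inhibition from peak post-agonist over basal fluorescence ratio; Benchmarks: vehicle and agonist controls.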
# M5 PAM = CHRM5 positive allosteric modulation; CHO-K1 hM5, Fluo-8 calcium, ACh EC20 PAM; 0% = ACh EC20, 100% = ACh EC100; AID 624038; 0.3% of 360,000 active; P08912; activation, % at 3 µM;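 active means activation above the run cutoff, the mean activation of all test compounds plus 3 SD, cut at about 18% in these data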
# Target sequence (P08912 whole entry, looked up): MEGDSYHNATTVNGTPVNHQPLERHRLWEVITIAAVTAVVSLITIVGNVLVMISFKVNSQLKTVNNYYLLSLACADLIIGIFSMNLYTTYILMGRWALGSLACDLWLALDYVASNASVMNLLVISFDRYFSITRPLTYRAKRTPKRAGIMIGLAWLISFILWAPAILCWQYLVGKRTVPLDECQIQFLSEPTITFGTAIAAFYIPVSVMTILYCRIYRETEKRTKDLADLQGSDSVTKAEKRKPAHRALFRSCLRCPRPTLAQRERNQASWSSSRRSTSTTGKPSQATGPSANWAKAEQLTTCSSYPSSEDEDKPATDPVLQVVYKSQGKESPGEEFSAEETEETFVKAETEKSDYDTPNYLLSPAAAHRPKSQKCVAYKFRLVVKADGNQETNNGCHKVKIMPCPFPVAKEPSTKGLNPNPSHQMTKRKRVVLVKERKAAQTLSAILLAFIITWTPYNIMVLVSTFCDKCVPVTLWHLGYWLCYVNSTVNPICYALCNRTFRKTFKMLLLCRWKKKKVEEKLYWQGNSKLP
#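 Measured by: Fluo-8 calcium fluorescence; material: human M5 receptor in CHO-K1 cells; schedule: Post-acetylcholine fluorescence recording 140 s; benchmarks: low control EC20 acetylcholine (0%), high control EC100 acetylcholine (100%); read-out: Max/basal fluorescence ratio as % of EC20–EC100 ACh window; compound: single dose, 3 µM nominal final test concentration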
# M1 PAM parental = counter-screen for M1 PAMs: effect in parental CHO-K1 cells. ATP EC20, Fluo-8 calcium fluorescence; 0% at ATP EC20, 100% at ATP max. activation, % at 3 µM. 0.02% of 360,000 active. AID 602247;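 active means activation above the run cutoff, the mean activation of all test compounds plus 3 SD, cut at about 40% in these data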;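 further: peak over basal fluorescence ratio in a 140 s read after ATP addition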
# M5 antag = blocks acetylcholine activation of human M5 receptor | CHO-hM5 cells, Fluo-8 calcium fluorescence, ACh EC80 | inhibition, % at 3 µM | 0.59% of 360,000 active | AID 624040;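 active means inhibition above a per-plate cutoff, the mean of that plate's test compounds plus 3 SD, cut at about 27% in these data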;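 further: 0% = acetylcholine EC80 with DMSO and 100% = DMSO without agonist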
# CRFR2-BP antag = blocks CRF-induced signaling of the CRF-BP/CRF-R2 complex; HEK293 CRF-R2/CRF-BP, CRF-induced calcium fluorescence; inhibition, % at 11.8 µM; 0.59% of 350,000 active;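 active means inhibition of the ligand-induced calcium signal above about 50% at the single tested concentration, limit read from the data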
# CRFR2-BP ag = agonists of human CRF-binding protein/CRF-R2 receptor complex; activation, % at 13.2 µM; HEK293 CRF-R2/CRF-BP, calcium dye fluorescence (FLIPR); percent of saturating CRF peptide response; AID 588473; 0.46% of 350,000 active;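 active means activation of at least 50%, plus an integration ratio under a set limit after plate pattern correction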;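 further: plate controls were neutral control wells without compound for no effect and CRF at EC100 for full effect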
# CHRM4 PAM = CHRM4 positive allosteric modulation; P08173; CHO-K1 hM4/Gqi5, Fluo-8 calcium fluorescence, ACh EC20; 0% = ACh EC20, 100% = maximal ACh; activation, % at 3 µM; 0.4% of 360,000 active; AID 624126;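 active means activation above its plate's cutoff, the mean activation of sample wells plus 3 SD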; further: some results filed as inactive read as strong as hits
# CHRM5 agonist = CHRM5 agonism in calcium assay; P08912; CHO-K1 hM5 cells, Fluo-8 calcium fluorescence; 0% DMSO wells, 100% maximal acetylcholine response; activation, % at 3 µM; 0.19% of 360,000 active;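 active means activation above the run's mean over test compounds plus 3 SD, cut at about 23% in these data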;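 further: signal is peak over basal fluorescence ratio across the kinetic read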
# TAAR1 ag = human TAAR1 agonism; Q96RJ0; CHO RD-HGA16 TAAR1, Fluo-8 calcium fluorescence; vehicle wells 0%, saturating PEA agonist 100%; activation, % at 3 µM; 0.99% of 360,000 active; AID 624467;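 active means activation above the mean activation of all test compounds in the run plus 3 SD, cut at about 38% in these data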
#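 Test system: RD-HGA16 (CHO) cells co-expressing Gα16 and hTAAR1; dosing: one-point dosing at 3 µM (nominal); timing: 17-24 h seeding, 75 min 37 °C dye, 30 min RT; signal: kinetic Fluo-8 calcium fluorescence; read-out basis: % activation relative to PEA EC100 response; controls: DMSO and PEA EC100; replicates: n 1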
# Starred values were filed as active, the others as inactive; . = no result given.
SMILES,TAAR1 antag,M5 PAM,M1 PAM parental,M5 antag,CRFR2-BP antag,CRFR2-BP ag,CHRM4 PAM,CHRM5 agonist,TAAR1 ag
Cc1c(NC(=O)c2cccc(NC(=O)COc3ccc(C#N)cc3)c2)c(=O)n(-c2ccccc2)n1C,1,-2,-21,-1,9,2.3,5,1,3
Cc1onc(-c2ccccc2Cl)c1C(=O)OCC(=O)Nc1ccc2c(c1)OCO2,3,-3,-1,-4,-13,1.4,2,-6,9
COc1ccc(F)cc1CN1CCN(CC(=O)Nc2ccccc2C(=O)NC2CC2)CC1,25,-18,-18,-2,7,-0.6,-1,3,11
CC(C)NC(NC(=O)Cc1ccccc1)C(Cl)(Cl)Cl (centres undefined),-13,-8,22,-2,-13,4.2,5,-3,23
COc1cc([N+](=O)[O-])ccc1NC(=O)CC1SC(=Nc2ccc(F)cc2)N(CCC2=CCCCC2)C1=O (centres undefined),-14,4,-5,1,-12,9.4,-5,-1,4
O=C1C=C(c2ccc(Cl)c(C(F)(F)F)c2)C[C@@H](c2ccc(Cl)cc2)C1,-3,5,22,4,-13,1.0,-5,1,1
Cc1ccc2nc(-c3ccc(F)cc3)c(Cc3ccccn3)n2c1,-2,1,15,0,.,.,-5,1,5
N#Cc1c(SCC(=O)Nc2nc3ccccc3s2)sc2c(O)cc(=O)[nH]c12,-20,-2,13,13,-4,1.1,15,1,1
C[C@@H]1CN([C@H](C)CO)C(=O)CCCn2nncc2CO[C@H]1CN(C)Cc1ccccc1C(F)(F)F,-12,1,10,8,-2,5.5,-3,0,0
CCOC(=O)c1ccc(NC(=O)NC2CC3CCC(C2)N3Cc2nnnn2Cc2ccco2)cc1 (centres undefined),1,0,19,-1,-10,-0.2,-7,0,15
CN1CCc2c(OCC(=O)N3CCCc4ccccc43)cccc2C1=O,1,2,1,2,-3,-1.1,-8,4,5
Cc1ccc([N+](=O)[O-])cc1N(CC(=O)N1CCCCC1)S(C)(=O)=O,1,-2,5,7,-8,-1.0,3,-7,10
Cc1nc2nc3c(cn2n1)C(=O)CC(C)(C)C3,-2,2,19,1,-13,1.1,7,-1,6
O=C1c2ccccc2C(O)(c2ncc[nH]2)N1CCc1ccccc1 (centres undefined),-2,-3,8,2,50,-0.7,-12,2,9
c1ccc(-c2cc(-c3ccc(N4CCOCC4)cc3)nc3ccccc23)cc1,-13,5,26,-9,-12,0.8,-3,-4,2
COc1ccc(NC(=O)C2Cc3ccccc3O/C2=N\O)cc1 (centres undefined),-14,-2,10,2,0,-1.2,9,-4,3
O=C(Nc1ccc(F)cc1)Nc1ccccc1C(=O)NCCN1CCNC1=O,-5,6,7,1,10,1.8,-5,4,0
CCNC(=O)NC(=O)COC(=O)c1cccc(NS(=O)(=O)/C=C/c2ccccc2)c1,-20,-4,18,5,24,-2.2,-3,5,3
CSc1nc(NCCCO)c2c3c(sc2n1)CN(C)CC3,-9,1,-10,4,-5,6.4,-19,-1,18
CN(CC(=O)Nc1c(Cl)cccc1Cl)C(=O)CCC(=O)c1ccccc1,-20,8,1,-6,-7,0.1,-4,0,2
Cc1c(N=Cc2nc3ccccc3n2C)c(=O)n(-c2ccccc2)n1C,-9,1,12,-1,-19,-1.6,-5,1,7
O=C(Nc1cccc(F)c1)c1ccc2c(c1)OCO2,4,4,20,-1,10,-0.2,-2,-3,6
CCCCN1C(=O)C(O)(CC(=O)c2ccco2)c2cc(Br)ccc21 (centres undefined),-8,-4,-6,6,-14,0.4,-7,-2,0
CCOC(=O)[C@@H]1[C@H]2COc3ccccc3[C@@H]2N2C(=O)N(c3ccc(F)cc3)C(=O)[C@@]12C,-1,0,14,12,0,-2.5,7,-2,1
COc1ccc(C2(CNC(=O)c3ccccc3[N+](=O)[O-])CCOCC2)cc1,-2,-9,9,16,3,-0.3,1,-5,2
CCOC(=O)C(NC(=O)c1ccccc1)(OCC1(CC)COC1)C(F)(F)F (centres undefined),11,-1,15,-1,-9,-0.5,-5,-2,5
COc1ccc(-c2ccc(C#N)c(SCC(=O)NC3CC3)n2)cc1OC,-15,9,-6,6,-17,14,21,-1,-2
CCOC(=O)N1CCN(C(=O)CCn2nc(-c3ccc(Cl)cc3)ccc2=O)CC1,-5,6,12,-6,-32,1.2,20,0,-1
C/C(=N\NS(=O)(=O)c1ccc(C(C)(C)C)cc1)c1ccccc1,-3,3,-7,2,7,-2.0,2,-2,10
O=C(Oc1ccc2c(=O)c(Cl)coc2c1)c1ccncc1,-12,6,9,-3,2,1.4,-4,1,10
CC(=O)N1CCN(C(=O)c2ccc(NS(=O)(=O)c3ccc4[nH]c(=O)[nH]c4c3)cc2)CC1,-35,1,15,4,-8,0.5,12,3,3
COc1cccc(OC)c1C(=O)N1CCN(c2ccccn2)CC1,-12,6,20,-4,4,0.5,11,-2,5
CC(C(=O)Nc1cccnc1)N1C(=O)c2ccccc2C1=O (centres undefined),4,2,13,-2,-9,0.9,6,-1,1
COC(=O)C1=C(C)N(c2ccc(C)c(C)c2)/C(=C/c2ccc(O)cc2)C1=O,-7,4,2,-3,-9,0.2,-3,-8,2
O=C(NNc1ccc(-c2csnn2)cc1)c1ccccc1C(F)(F)F,8,2,6,-6,-2,-1.8,4,4,1
Cc1ccc(C(=O)C2=C(O)C(=O)N(Cc3ccccc3)C2c2cccnc2)o1 (centres undefined),.,10,10,-8,17,-0.4,29,4,.

# Random excerpt: 2 compounds from above, in no set order.
SMILES,TAAR1 antag,M5 PAM,M1 PAM parental,M5 antag,CRFR2-BP antag,CRFR2-BP ag,CHRM4 PAM,CHRM5 agonist,TAAR1 ag
COc1ccc(C2(CNC(=O)c3ccccc3[N+](=O)[O-])CCOCC2)cc1,-2,-9,9,16,3,-0.3,1,-5,2
C/C(=N\NS(=O)(=O)c1ccc(C(C)(C)C)cc1)c1ccccc1,-3,3,-7,2,7,-2.0,2,-2,10

# Next part.
SMILES,TAAR1 antag,M5 PAM,M1 PAM parental,M5 antag,CRFR2-BP antag,CRFR2-BP ag,CHRM4 PAM,CHRM5 agonist,TAAR1 ag
COc1ccc(C(=O)Nc2ccc3c(c2)nc(CN2CCN(C(C)=O)CC2)n3C)cc1,-13,4,14,3,-9,1.9,4,-3,13
CN(Cc1nc(Cc2ccccc2F)no1)[C@@H]1CS(=O)(=O)C[C@H]1O,2,2,12,-1,8,4.0,-2,2,-1
COC(=O)CC1C(=O)NCCN1C(=O)NC1CCCCC1 (centres undefined),5,0,15,-1,-11,-0.1,-1,0,9
CCC(CC)C(=O)OCC(=O)Nc1ccc(S(=O)(=O)N2CCOCC2)cc1OC,-8,-4,16,0,13,-0.5,2,-1,7
COC(=O)c1c(C)[nH]c(C(=O)/C=C/c2ccc(C)cc2)c1C,-6,0,5,15,-9,0.9,-2,3,1
Cc1ccc(-c2ccc(C(=O)NCc3ccccc3)o2)c2ccccc12,11,-16,8,15,-4,0.1,0,-12,10
N#Cc1ccccc1Sc1ccccc1C(=O)Nc1ccccc1,-2,-2,15,4,14,-2.6,-6,-3,4
Cn1cc(-c2nnc(-c3ccccc3)o2)c2ccccc21,-1,-9,2,4,-5,0.1,-1,-7,0
CCc1sc(C(=O)NCCc2ccc(S(N)(=O)=O)cc2)cc1C,-2,2,11,19,0,-0.1,-3,-5,1
CN1CCN(C2CCN(S(=O)(=O)c3ccc(C(C)(C)C)cc3)CC2)CC1,7,1,1,11,0,-1.1,0,-3,-1
COc1ccc(C(=O)NCCC2=CCCCC2)cc1OC,-7,-4,-7,0,6,-6.9,2,0,11
Cc1ccc([C@H]2N[C@]3(CCCN(Cc4ccc(Cl)cc4)C3=O)[C@H]3C(=O)N(Cc4ccccc4)C(=O)[C@@H]23)cc1,-6,0,13,3,-7,2.0,-5,0,2
COc1ccc(/C=C2\Sc3ccc(C(=O)N4CCN(Cc5ccccc5)CC4)cc3N(C)C2=O)cc1OC,59*,-15,-17,26,11,11,-13,2,4
CC(=O)/C(C#N)=C1\NC(=O)C(Cc2ccccc2Cl)S1 (centres undefined),-14,1,1,4,15,-0.9,0,3,5
CC(C)C(=O)N1CCN(c2nc(-c3ccccc3)c3c(c2C#N)CC(C)(C)OC3)CC1,1,2,-3,-6,4,-0.1,17,0,5
COc1ccc2sc(-c3ccccc3OC)c(C#CC(C)(C)O)c2c1,-7,0,27,2,-5,-0.8,7,-1,6
CCN(CC)C(=O)c1ccc(C(=O)c2c(C)cc(C)cc2C)cc1,8,-5,10,1,-16,3.1,-4,-2,15
CN(C)c1ncnc2c1C(c1ccccc1)C(C)(C)O2 (centres undefined),9,1,23,6,3,-2.8,2,-2,0
N#C/C(=C\c1ccc(C(=O)O)cc1)c1nc2sc3c(c2c(=O)[nH]1)CCCC3,-14,2,14,4,-13,15,2,10,3
COc1cccc(-c2cc(N)nn2C(=O)Nc2ccc(Cl)cc2)c1,21,-4,5,7,4,0.5,-1,5,8
COc1ccccc1C(=O)C1CCCN(C(=O)CCc2ccccn2)C1 (centres undefined),-11,-2,12,5,-7,-0.2,-2,-8,5
CCC(C)c1ccccc1N1CC(C(=O)N2CCN(S(=O)(=O)c3cccc([N+](=O)[O-])c3)CC2)CC1=O (centres undefined),16,0,-1,-2,12,0.4,-2,-5,4
COc1cccc(NC(=O)N2CCC(NC(=O)C(Cc3ccccc3OC)NC(C)=O)CC2)c1 (centres undefined),-3,7,-4,-5,4,0.4,12,-1,1
CCOc1ccc(NC(=O)CCn2ccnc2)cc1,-5,2,15,6,-18,1.8,-4,-3,0

# The last 3 records of the part above open the next one:
SMILES,TAAR1 antag,M5 PAM,M1 PAM parental,M5 antag,CRFR2-BP antag,CRFR2-BP ag,CHRM4 PAM,CHRM5 agonist,TAAR1 ag
CCC(C)c1ccccc1N1CC(C(=O)N2CCN(S(=O)(=O)c3cccc([N+](=O)[O-])c3)CC2)CC1=O (centres undefined),16,0,-1,-2,12,0.4,-2,-5,4
COc1cccc(NC(=O)N2CCC(NC(=O)C(Cc3ccccc3OC)NC(C)=O)CC2)c1 (centres undefined),-3,7,-4,-5,4,0.4,12,-1,1
CCOc1ccc(NC(=O)CCn2ccnc2)cc1,-5,2,15,6,-18,1.8,-4,-3,0
O=C(O)c1cccnc1SC1CC(=O)N(c2ccc(OC(F)F)cc2)C1=O (centres undefined),-8,2,15,6,3,2.7,-3,0,4
COc1ccc(NC(=O)CSCC(=O)N2CCCc3ccccc32)cc1,-32,-3,-7,1,7,-0.4,3,3,2
Oc1ccc(-c2[nH]ncc2-c2nc3ccccc3s2)c(O)c1,13,6,3,-3,-20,-0.7,-7,1,3
O=C(Nc1cccc(C(F)(F)F)c1)OCCN1CCN(Cc2ccccc2)CCC1=O,8,-6,5,16,-15,1.7,-6,-1,13
N#CC1=C(SCC(=O)Nc2ccc(C(=O)O)cc2)NC(=O)CC1c1ccco1 (centres undefined),-2,4,15,0,0,-1.7,-9,1,0

# Bioassay records: PubChem, several laboratories
